Source: PubChem (National Center for Advancing Translational Sciences (NCATS))
12-LOX inh: inhibitors of human 12S-lipoxygenase ALOX12 | Potency, µM (titrated, usually from 108 µM), inactives show at the top dose activity change, negative = inhibition, usual class: inhibitors | hit rate 1.1% among 580,000 | AID 1671190 | purified 12hLO, xylenol orange hydroperoxide absorbance; active means well fitted inhibition curve with a large enough effect; inconclusive means small, poorly fitted or top-dose-only effect, or another doubt; inactive means no such curve, though single readings can be large or run the other way
Target sequence (P18054 whole entry, looked up): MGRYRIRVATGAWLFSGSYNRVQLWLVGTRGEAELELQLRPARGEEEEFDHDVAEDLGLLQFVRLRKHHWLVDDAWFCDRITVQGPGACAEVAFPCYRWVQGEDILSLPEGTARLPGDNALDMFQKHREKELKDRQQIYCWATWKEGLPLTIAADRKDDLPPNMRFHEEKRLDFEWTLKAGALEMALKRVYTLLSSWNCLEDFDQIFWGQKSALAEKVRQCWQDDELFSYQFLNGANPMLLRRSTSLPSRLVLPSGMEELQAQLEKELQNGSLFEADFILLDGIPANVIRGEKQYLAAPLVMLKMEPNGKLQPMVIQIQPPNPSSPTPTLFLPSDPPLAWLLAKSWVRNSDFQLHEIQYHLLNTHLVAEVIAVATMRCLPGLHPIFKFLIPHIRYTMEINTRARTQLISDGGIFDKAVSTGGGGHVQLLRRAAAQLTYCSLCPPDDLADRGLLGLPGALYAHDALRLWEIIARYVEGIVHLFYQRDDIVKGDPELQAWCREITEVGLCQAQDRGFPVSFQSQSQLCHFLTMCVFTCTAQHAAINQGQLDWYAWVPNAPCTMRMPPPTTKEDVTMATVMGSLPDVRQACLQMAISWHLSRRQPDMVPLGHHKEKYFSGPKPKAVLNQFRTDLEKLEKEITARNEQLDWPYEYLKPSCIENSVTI
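Purified human 12hLO (150 nM final) in 25 mM Hepes, 0.01% Triton X-100, pH 7.0 was preincubated 15 min at room temperature with compound. Then 40 uM arachidonic acid was added, 30 min. Hydroperoxide was read by Fe-XO absorbance ratio 573/405 nm.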
* marks the source's active call; other numbers are inactive results; ? = inconclusive; & = joins results of further samples; [ ] = another dose, or the depositor's remark. On the % scale 0 is the no-effect control and ±100 the full control effect; potency means the concentration at half of the fitted maximal effect.

Structure | 12-LOX inh
CCc1ccccc1NC(=O)Cn1cccc1-c1nc(-c2ccc(OC)c(F)c2)no1 | -7%
Cn1nc(C2CCN(C(=O)c3ccco3)CC2)c2c1CCOC2 | 75%[activator]
C=CCNC(=S)N(C)[C@H]1C[C@H]2c3cc(-c4ccccc4C)ccc3CCN2C[C@H]1[C@H](C)O | 18%
O=C(C1CCCO1)N1CCN(Cc2coc(-c3ccc(Cl)cc3)n2)CC1 (stereo unspecified) | -57%
CCCS(=O)(=O)NCc1cccnc1Oc1cccc(C(F)(F)F)c1 | 3%
Cn1cnc(S(=O)(=O)N2CCCC(Cc3noc(-c4cnccn4)n3)C2)c1 (stereo unspecified) | 38%
C=C(C)COc1ccccc1N | ?
CCOc1cc(OCC)c(/C=C2\NC(=O)NC2=O)cc1Br | -5%
Cn1nccc1CN1CCC2(CC1)CNC(=O)c1ccccc1O2 | 9%[6.33 µM]
O=C(O)CCCCC(=O)O | 0%
CC=C(C(=CC)c1ccc(O)cc1)c1ccc(O)cc1 | ?
Cc1nc(-c2ccccc2)ncc1C(=O)O | ?
CCOC(=O)c1ccc(NC(=O)Cn2nc3c(cc2=O)CN(C(C)=O)CC3)cc1 | 46%[activator]
O=C(NCc1cc2n(n1)CCNC2)C(c1ccccc1)C1CCCC1 (stereo unspecified) | ?
O=C(NCC1CCCO1)Nc1c(NC2CCCC2)c2ccccc2oc1=O (stereo unspecified) | ?
O=C(c1ccc(F)c(F)c1)N1CCSc2ccccc21 | 24%
CC(Sc1ccccc1)C(=O)Nc1ccc(N2CCN(C)CC2)nc1 (stereo unspecified) | 2%
CC(C)(C)C1CCC(C(=O)NN)CC1 (stereo unspecified) | 23%
O=C(NC1(C(F)(F)F)C(=O)Nc2c1c(=O)[nH]c(=O)n2Cc1ccccc1)C1CCCCC1 (stereo unspecified) | -26%
O=C1NC[C@H](CCCCN2C[C@H](Cc3ccccc3)N(CCC3CCCCC3)C(=O)C2=O)N(CCC2CCCCC2)C1=O | ?
O=C(Nc1ccc([C@H]2OCC(=O)N(C3CCOCC3)[C@@H]2CO)cc1)c1ccc(F)c(Cl)c1 | 59%[activator]
CC(C)CNC(=O)C1CCN(c2oc(-c3ccco3)nc2C#N)CC1 | ?
CCOc1cc(/C=C/C(=O)O)ccc1OCc1ccc2ccccc2c1 | -7%
C[C@@H]1CN([C@@H](C)CO)C(=O)CCCn2cc(nn2)CO[C@H]1CN(C)C(=O)Nc1ccccc1 | 3%
CNC(=O)[C@@H]1C[C@@H](O)CN1C1CCN(C(=O)CCc2c[nH]c3ccccc23)CC1 | 49%[activator]

Another view of part of the listing above.
> O=C(c1ccc(F)c(F)c1)N1CCSc2ccccc21
  12-LOX inh = 24%
> CC(Sc1ccccc1)C(=O)Nc1ccc(N2CCN(C)CC2)nc1 (stereo unspecified)
  12-LOX inh = 2%

(further entries)
Structure | 12-LOX inh
Cn1cnnc1CC1CCNC1 (stereo unspecified) | 55%[activator]
O=C(CSc1nc2ccccc2o1)Nc1ccc(Cl)c(Cl)c1 | -17%
c1ccc(Cn2cc(CCOCc3ccccn3)c3ccccc32)cc1 | 0%
COCCn1cnc2ccc(-c3cccc(C)c3)nc2c1=O | 0%[176 µM]
CC(=O)N1CCCN(c2cc(Cl)nc3ccnn23)CC1 | 25%[176 µM]
CN1CC2(CCCN(Cc3cc(F)ccc3-n3cccn3)C2)OC1=O (stereo unspecified) | 10%
c1coc(-c2nc3ccncc3[nH]2)c1 | 39%&34%[176 µM]
CN(C)CCCNC(=O)c1nc(CC(=O)Nc2cccc3ncccc23)no1 | 44%[activator]
CCOc1cc(C)c(C(C)C)cc1S(=O)(=O)NC1CC(C)(C)NC(C)(C)C1 | 54%[activator]
O=C(c1ccccc1)N1CCC2(CC1)CC(=O)N(c1ccccc1)c1ccccc1O2 | 76%[activator]
O=C(NCCc1ccc(Cl)cc1)c1nc(-c2ccc(Cl)nc2)c2cnccn12 | 2%[6.33 µM]
CC(=O)Nc1ccc(NC(=O)CC(C)c2ccccc2)cc1 (stereo unspecified) | 1%
CCOc1ccc2c(n1)CCN(C(=O)c1ccccc1C)C2 | 37%[activator]
CCn1cnnc1-c1cccc(NC(=O)Cc2ccc(F)cc2)c1 | -6%
CC1Oc2ccc(NC(=O)c3ccc([N+](=O)[O-])cc3)cc2CN(Cc2ccccc2)C1=O (stereo unspecified) | 12%
NC(=O)c1ccc(CNC2(c3ccc(F)cc3)CCCC2)cc1 | -27%
CCN(CC)C(=O)CC(C#N)(CC(=O)N(CC)CC)c1nc2ccccc2s1 | 5%
CN(CCCOC(=O)c1cc2ccccc2o1)C1CN(Cc2cn(Cc3ccc([N+](=O)[O-])cc3)nn2)S(=O)(=O)C1 (stereo unspecified) | 21%
CCOC(=O)CCCCCC(=O)Nc1ccc2c(c1)C(=O)N([C@H](C)CO)C[C@@H](C)[C@@H](CN(C)S(=O)(=O)c1ccc(C)cc1)OCCCC[C@H](C)O2 | ?
COCC(=O)NC[C@H]1CCN(Cc2cccc(C#N)c2)C[C@H]1N(C)C | 90%[activator]
CC/C=C(\C)CN1CCC2(CC1)Cc1ccccc1CNC2=O | 9%[6.33 µM]
COc1cccc(NC(=O)CSc2nc3ccsc3c(=O)[nH]2)c1 | ?
ClCCCNC1C2CC3CC(C2)CC1C3 (stereo unspecified) | -18%
Cc1ccc2c(=O)c3cccc(CC(=O)O)c3oc2c1C | -21%[57.4 µM]
Cc1ccc(S(=O)(=O)N2CC(C(=O)NC3CCCCC3)C3(CCOCC3)C2)cc1F (stereo unspecified) | ?

Gathered by group, the compounds so far containing an aryl methoxy group.
Structure | 12-LOX inh
CCc1ccccc1NC(=O)Cn1cccc1-c1nc(-c2ccc(OC)c(F)c2)no1 | -7%
COc1cccc(NC(=O)CSc2nc3ccsc3c(=O)[nH]2)c1 | ?

Remaining list, next part:
Structure | 12-LOX inh
CCn1cnc2c1c(=O)n(CC(=O)OCCOc1ccccc1)c(=O)n2Cc1ccccc1 | 81%[activator]
COc1ccc(-c2cc(N3CCCN(C(=O)Cc4cccc(OC)c4)CC3)n[nH]2)cc1 | 52%[activator]
C#CCNC(=O)C[C@H]1C[C@@]2(C(=O)OC)C(=C[C@H](COCc3ccccc3)O[C@@H]2C)N(Cc2ccc3c(c2)OCO3)C1=O | -9%
COc1ccccc1C(=O)COC(=O)C1(c2ccc(F)cc2)CCCC1 | 2%
COC(=O)C[C@H]1CC[C@H](NC(=O)Nc2ccccc2F)[C@@H](CO)O1 | -3%
O=C(c1cnccn1)N1CC(F)(F)C[C@H]1c1nc(C2CC2)no1 | 0%
O=C(/C=C/c1ccco1)NCCc1c[nH]c2ccccc12 | -26%
CC(C)c1ccc(-c2csc(N=C(N)N)n2)cc1 | -1%
COCC(=O)Oc1ccc2oc3ccccc3c2c1 | 34%[activator]
C=CCN(CC=C)C(=O)Nc1cccc(C(C)=O)c1 | 27%
C=CCN(Cc1cccs1)C(=O)Cc1n[nH]c(=O)c2ccccc12 | 1%
O=C(c1ccc(F)cc1)N1CCC(Oc2cccnc2)C1 (stereo unspecified) | 36%[activator]
Cc1cc2nc(/C(C#N)=C/c3ccc4c(c3)OCO4)[nH]c2cc1C | ?
COc1cc(C(=O)NC2(C(F)(F)F)NC(=O)N(c3ccccc3F)C2=O)cc(OC)c1OC (stereo unspecified) | -12%
O=C1CCN(C(=O)CC2CCCCC2)CCCOCCN1 | 35%[activator]
Cc1ccc2[nH]c(C)c(CC(=O)NC(C)c3ccncc3)c2c1 (stereo unspecified) | ?
Cc1cccc(Cn2c(NCCc3ccccc3)nc3c2c(=O)n(C)c(=O)n3C)c1 | 3%
Nc1ccc(-c2ccc(CO)o2)cc1 | -7%
COCCNC(=O)c1cc(-c2ccc(F)cc2OC)cc2ncn(C)c12 | 1%[176 µM]
Cc1ccc(Sc2oc(/C=C(/C#N)c3nc4ccccc4[nH]3)cc2Br)cc1 | -12%
CCCOc1ccc(NC(=O)c2cccc(C)c2)c2cccnc12 | 6%
C=CCOc1cccc(-c2nnc(CCC(=O)NCc3ccccc3)c(=O)[nH]2)c1 | 28%
Cc1noc([C@@H]2CN(Cc3ccccc3)C[C@H]2CO)n1 | 15%
c1ccc2cc(OCCSc3ccc4ccccc4n3)ccc2c1 | 1%
CNc1nc(-c2[nH]c(C)c(C(=O)OC)c2C)cs1 | 20µM*

Structures listed so far that bear a hit mark in 12-LOX inh:
Structure | 12-LOX inh
CNc1nc(-c2[nH]c(C)c(C(=O)OC)c2C)cs1 | 20µM*

Going on with the list:
Structure | 12-LOX inh
N#Cc1sc2ncccc2c1N | ?
CN(C)c1cc(N2CCCC(NC(=O)c3ccnn3C)C2)ncn1 (stereo unspecified) | 17%
COC(=O)c1ccc(NC(=O)Cn2c(C)cc3nc4n(c(=O)c32)CCCCC4)cc1 | -24%
Cc1cccc(C2(c3cccc(C)c3)CC2C(=O)NC(C)(C)C)c1 (stereo unspecified) | 3%
c1cncc(COc2cc3c(cn2)NCCN(CC2CCCCC2)C3)c1 | 30%[activator][176 µM]
COc1ccccc1CNc1cc(-c2cccc(NS(C)(=O)=O)c2)ncn1 | ?
CC(=O)NC12CC3CC(C1)CC(C(=O)NCc1ccc(C(=O)N4CCCCC4)cc1)(C3)C2 | -9%
O=C(Nc1cccn2nc(C3CCC3)nc12)c1ccc(F)cc1F | 48%[activator]
COC(=O)[C@@H](Cc1cccnc1)NC(=O)[C@H]1CN(S(=O)(=O)c2ccccc2)CCN1S(C)(=O)=O | 11%
CN(C)c1ccc([N+](=O)[O-])cc1 | ?
Cc1nc(Oc2ccccc2)c2c3c(sc2n1)CCCC3 | -24%
CCc1ccc(N2C(=O)N(CC(=O)NC(C)CC)c3ccccc3S2(=O)=O)cc1 (stereo unspecified) | 6%
CC(=O)Nc1ccc(CN2CCC3(CC(Cc4ccccc4)=NO3)C2)cc1 (stereo unspecified) | 44%[activator]
CCOc1ccc(NC(=O)C(=O)c2c[nH]c3ccccc23)cc1 | -6%
O=C(NC1CCCC1)C(C1CC1)n1c(C2CC2)nc2ccccc21 (stereo unspecified) | -6%
CN1CCC2(CC1)N=C(SCC(=O)Nc1cc(F)ccc1F)C(c1ccccc1)=N2 | -9%
CNC(=O)[C@@H]1C[C@H](Oc2ccccc2)CN1C(=O)c1cc(-c2ccc(C)cc2)n[nH]1 | 14%
COc1cccc(CNC(=O)CCC2CCN(S(=O)(=O)c3ccc(C)cc3)CC2)c1 | -4%
Cc1nn(-c2ccc(Cl)nn2)c2c1C(c1ccc(C#N)cc1)CC(=O)N2 (stereo unspecified) | -8%
COc1ccc2[nH]c(C[C@@H]3C[C@@H](C(C)C)[C@H](CNC(=O)c4cccnc4)C=C3C)nc2n1 | 21%[176 µM]
O=C(NCCc1cnc(-c2ccccc2)[nH]1)c1ccc(Br)cc1 | -29%
O=C(Cc1c[nH]c2ccccc12)Nc1ccc(Nc2cccnc2)cc1 | 1%
Cc1noc2c(NC3CCN(C)CC3)cc(-c3cccc(C(F)(F)F)c3)nc12 | ?
CC(C)C[C@H]1CN(CCCC[C@H]2CNC(=O)C(=O)N2CCc2ccc(O)cc2)C(=O)C(=O)N1CCc1ccc(O)cc1 | ?
O=C(N[C@@H]1CCOC[C@H]1O)c1cnn2cc(CCO)cnc12 | 15%
C[C@@H]1CN(Cc2ccc3c(c2)CN(Cc2nc(-c4ccccc4)cs2)CCO3)C[C@H](C)O1 | -2%
Cc1cc2nc(-c3cccc(Br)c3)c(Cc3cccc(Cl)c3)n2c(C)c1Br | -38%
Oc1cccc(Nc2cnc3ccc(-c4ccc(F)cc4)nn23)c1 | ?
CN1CCCC(c2n[nH]c(=O)n2-c2ccc3c(c2)OCO3)C1 (stereo unspecified) | 27%
CC(NC(=O)C1CN(c2ccc(Cl)cc2)C(=O)N1)c1ccc(F)cc1 (stereo unspecified) | ?
CN(C)CC1(O)CCCN(Cc2ccc(Oc3ccc(Cl)cc3)cc2)C1 (stereo unspecified) | 60%[activator]
CCN(CC)c1nc2ccccc2nc1C(=O)Nc1cc(F)ccc1F | 4%
CC(CC(=O)C1C(C)C=CCC1(C)C)NCc1ccccc1 (stereo unspecified) | ?
CC(C)C[C@H](NC(=O)c1ccco1)C(=O)N1CCC[C@H]1C(=O)NCc1ccccc1 | 7%
Cc1nn(-c2ccccc2)c(Oc2ccc(F)cc2F)c1CCC(=O)N1CCSCC1 | 2%
COc1ccc(-n2nnc(C(=O)NCc3ccccc3)c2N)cc1OC | -21%
O=C(CCc1c[nH]c2ccccc12)NCCCN1CCCCC1 | ?
CC(=O)N1CCC(Nc2cc(-c3ccc(Cl)cc3)nc3c(C)noc23)CC1 | -24%[176 µM]
O=C1CCN(C(=O)COc2ccccc2)CCCC(C(=O)NCc2ccccc2)CCN1 (stereo unspecified) | -5%
COc1ccccc1/C=C/C(=O)C(C#N)c1ccc(C(F)(F)F)cn1 (stereo unspecified) | -9%
O=C(O)c1ccc(SC(F)(F)F)cc1 | -18%
CCn1c(=O)c2c(n3c(SCC(N)=O)nnc13)-c1ccccc1CC21CCCCC1 | 16%
O=C(NCC1CC1)c1ccc2nccn2c1 | -6%[176 µM]
CNC(=O)c1nnn2cc(C)[nH]c(=O)c12 | ?
COc1cccc(-c2ccccc2C=O)c1 | -1%[12.5 µM]
O=C(CSC1CCCC1)NCCc1cccs1 | -1%
Cc1ccc(O)c(C(=O)OC(C)C(=O)Nc2ccc3c(c2)OCO3)c1 (stereo unspecified) | -11%
Cc1ccc2c(c1)OC=CC(C(=O)Nc1ccc(Cl)c(Cl)c1)=C2 | -19%
COc1cc(C)ccc1C(=O)N1C[C@@H](CN2CCOCC2)[C@@H](CO)C1 | 8%

Some of the compounds tested (hit frequency here may not be typical).
